Screening data as filed in PubChem BioAssay.
Vc quorum ag: quorum light induction in luxS cqsA deficient V. cholerae; V. cholerae BH1578 lux reporter, luminescence, 6 h; activation, % at 18.7 µM; actives 0.16% (n = 350,000); in the data active means activation mostly above about 9.7%, no sharp cut-off; further: not every result past the cut was called active; inactives centre near 0; reference of the scale not given here
MazEF act: MazEF (E. coli) toxin RNase activation | AID 504720 | P0AE70 | actives 0.32% (n = 350,000) | FAM/BHQ RNA-DNA oligo cleavage fluorescence, 5 h | activation, % at 20 µM; in the data active means activation above about 50%
Target sequence (P0AE70 whole entry, looked up): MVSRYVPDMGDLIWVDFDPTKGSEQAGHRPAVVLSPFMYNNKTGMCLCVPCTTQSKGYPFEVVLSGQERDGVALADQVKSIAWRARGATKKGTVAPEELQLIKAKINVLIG
SSB-PriA inh: K. pneumoniae PriA-SSBct interaction inhibition. AlphaScreen SSBct-PriA binding, biotinylated peptide. inhibition, % at 33 µM. actives 0.6% (n = 430,000). AID 1272365; in the data active means inhibition mostly above about 37%, no sharp cut-off; inactive means mostly below about 20%;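 further: plate controls were negative control peptide for no effect and reference peptide for full effect; strong numbers were not always called active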
Rv3671c inh: inhibitors of M. tuberculosis serine protease Rv3671c | actives 0.048% (n = 320,000) | inhibition, % at 5.96 µM | P9WHR9; in the data active means inhibition above about 38%;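 further: extracellular domain of Rv3671c used as enzyme; 0% = enzyme with DMSO and 100% = no enzyme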
Target sequence (P9WHR9 whole entry, looked up, the tested form may be a part): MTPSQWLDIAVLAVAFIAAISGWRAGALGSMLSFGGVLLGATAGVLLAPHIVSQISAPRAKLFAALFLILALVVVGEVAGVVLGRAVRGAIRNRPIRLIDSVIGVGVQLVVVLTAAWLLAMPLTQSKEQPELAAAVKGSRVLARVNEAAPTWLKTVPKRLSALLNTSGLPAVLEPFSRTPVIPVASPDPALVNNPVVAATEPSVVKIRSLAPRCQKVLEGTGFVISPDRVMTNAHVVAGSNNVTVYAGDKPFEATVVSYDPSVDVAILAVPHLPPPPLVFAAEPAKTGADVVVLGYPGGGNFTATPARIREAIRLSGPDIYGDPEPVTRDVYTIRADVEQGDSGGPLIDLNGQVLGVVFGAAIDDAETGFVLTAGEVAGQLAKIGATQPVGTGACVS
Yp Topo-I inh: inhibitors of Yersinia pestis topoisomerase I. AID 504884. activity, % at 10 µM. actives 0.064% (n = 360,000). Y. pestis Topo-I cleavage product accumulation, plate reader; in the data active means activity above about 50%, passing the limit was not always enough; further: inactives centre near 2
TcdB inh: inhibitors of Clostridioides difficile toxin B glycohydrolase | inhibition, % at 9.99 µM | P18177 | TcdB glycohydrolase enzymatic assay, plate reader | actives 0.24% (n = 350,000); in the data active means inhibition above about 10%
PrPC TRFRET: cell surface PrPC inhibition, primary TR-FRET screen; actives 0.43% (n = 370,000); inhibition, % at 13.8 µM; AID 720596; P04156; TR-FRET read-out; in the data active means inhibition above about 24%; further: 0% = median of the test wells and 100% = reference compound wells
CCHF vOTU inh: blocks the CCHF virus ovarian tumor domain protease; actives 0.55% (n = 370,000); AID 651958; inhibition, % at 11.5 µM; CCHFV vOTU protease, Pep-AMC fluorescence; in the data active means inhibition above about 30%; further: 0% = vehicle wells with enzyme and 100% = no enzyme wells
VHR inh abs: blocks human VHR1 dual specificity phosphatase | P51452 | recombinant VHR phosphatase, pNPP absorbance | inhibition, % at 13.3 µM | actives 0.52% (n = 290,000); in the data active means inhibition above about 50%; further: some compounds called inactive have numbers as strong as hits
Target sequence (P51452 whole entry, looked up): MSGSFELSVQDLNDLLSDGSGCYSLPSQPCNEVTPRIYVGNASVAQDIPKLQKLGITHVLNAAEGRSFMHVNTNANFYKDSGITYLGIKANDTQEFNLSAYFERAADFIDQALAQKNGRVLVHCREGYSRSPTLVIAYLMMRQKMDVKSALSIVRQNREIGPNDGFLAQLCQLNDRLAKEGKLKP
3CLpro inhibitor: SARS-CoV 3CLpro protease inhibition. P0C6X7. recombinant SARS-CoV 3CLpro, quenched FRET peptide cleavage. inhibition, % at 6 µM. actives 0.14% (n = 290,000). AID 1706; in the data active means inhibition above about 12%
* = called active by the depositor.

What do the screens show for `CN(C)CCCNc1oc(-c2ccc(Cl)cc2)nc1S(=O)(=O)c1ccccc1`?
Vc quorum ag: -0.9; MazEF act: 11; SSB-PriA inh: -6; Rv3671c inh: -3; Yp Topo-I inh: -7; TcdB inh: -4.3; PrPC TRFRET: -12; CCHF vOTU inh: 21

How did O=C(Nc1ccc(Cl)cc1)Nc1nc(-c2ccccc2O)cs1 do in these assays?
Vc quorum ag: inactive; MazEF act: 0; SSB-PriA inh: -7; Rv3671c inh: 15; Yp Topo-I inh: 0; TcdB inh: 0.7; PrPC TRFRET: 9; CCHF vOTU inh: 7; VHR inh abs: -5; 3CLpro inhibitor: -4

How did CCCCN=C1NN=C(c2cc3ccccc3o2)CS1 do in these assays?
Vc quorum ag: inactive; MazEF act: -14; SSB-PriA inh: 34; Rv3671c inh: -9; Yp Topo-I inh: -2; TcdB inh: -0.2; PrPC TRFRET: 1; CCHF vOTU inh: -1; VHR inh abs: 8; 3CLpro inhibitor: 0

Results for CC(OC(=O)CNC(=O)c1ccc(Br)cc1)C(=O)NC1CCCCC1C (stereo unspecified) ?
Vc quorum ag: -0.6; MazEF act: 6; SSB-PriA inh: -5; Rv3671c inh: 2; Yp Topo-I inh: 20; TcdB inh: -1.5; PrPC TRFRET: -3; CCHF vOTU inh: 2

Results for Cc1nc2ccccc2c(=O)n1-c1ccc(Cl)cc1Cl ?
Vc quorum ag: -0.6; MazEF act: 3; SSB-PriA inh: -5; Rv3671c inh: -13; Yp Topo-I inh: -3; TcdB inh: 0.8; PrPC TRFRET: -3; CCHF vOTU inh: -2; VHR inh abs: -4; 3CLpro inhibitor: 7

Results for CCOc1ccc(NS(=O)(=O)c2ccc(Cl)c(N=Nc3c(O)[nH]c(=S)[nH]c3=O)c2)cc1Br ?
Vc quorum ag: -0.3; MazEF act: 0; Yp Topo-I inh: -18; TcdB inh: -0.1; PrPC TRFRET: 6; CCHF vOTU inh: 33*

Results for CNC(=O)c1cccc(NC(=O)c2cc(-c3ccccc3)nc3c2cnn3C(C)C)c1 ?
Vc quorum ag: -2.0; MazEF act: 10; SSB-PriA inh: 1; Rv3671c inh: -179; Yp Topo-I inh: 18; TcdB inh: 1.1; PrPC TRFRET: 2; CCHF vOTU inh: 3

What do the screens show for `CS(=O)(=O)c1ccccc1C(=O)Nc1cc(Cl)ccc1-n1cncn1`?
Vc quorum ag: -1.2; MazEF act: 1; SSB-PriA inh: 1; Rv3671c inh: -1; Yp Topo-I inh: 4; TcdB inh: 1.5; PrPC TRFRET: 0; CCHF vOTU inh: 22

Results for c1cn2cc(CSC3CCCCC3)nc2s1 ?
MazEF act: -1; SSB-PriA inh: 2; Rv3671c inh: -2; Yp Topo-I inh: 0; TcdB inh: -0.2; PrPC TRFRET: 8; CCHF vOTU inh: 16; VHR inh abs: 22; 3CLpro inhibitor: -2

Results for S=C1NC[C@H](Cc2ccccc2)N1CCc1cccc2ccccc12 ?
Vc quorum ag: -10; MazEF act: -1; SSB-PriA inh: -3; Rv3671c inh: -1; Yp Topo-I inh: 33; TcdB inh: 1.4; PrPC TRFRET: -10; CCHF vOTU inh: 3; VHR inh abs: 10

How did O=C1c2cnc3nc(SCc4cccc(Cl)c4)nn3c2CC2c3ccccc3CCN12 (stereo unspecified) do in these assays?
Vc quorum ag: inactive; MazEF act: -18; SSB-PriA inh: -19; Rv3671c inh: -5; Yp Topo-I inh: 6; PrPC TRFRET: 3; CCHF vOTU inh: -6; VHR inh abs: 18; 3CLpro inhibitor: -2

Results for Cc1ccc(S(=O)(=O)N2CCN(C(=O)COC(=O)CSc3ccc(C)c(C)c3)CC2)c(C)c1 ?
Vc quorum ag: 0.7; MazEF act: -2; SSB-PriA inh: 1; Yp Topo-I inh: 42; TcdB inh: 1.7; PrPC TRFRET: 4; CCHF vOTU inh: 13

How did O=C(CN1C(=O)c2ccccc2C1=O)Nc1cccc(Cl)c1 do in these assays?
Vc quorum ag: inactive; MazEF act: 10; SSB-PriA inh: 2; Rv3671c inh: -6; Yp Topo-I inh: -2; TcdB inh: 0.1; PrPC TRFRET: -3; CCHF vOTU inh: -6; VHR inh abs: 2; 3CLpro inhibitor: 0

What do the screens show for `Cc1n[nH]c(=S)n1Cc1ccccc1`?
Vc quorum ag: 1.0; MazEF act: 11; SSB-PriA inh: -5; Rv3671c inh: -6; Yp Topo-I inh: -9; TcdB inh: 1.4; PrPC TRFRET: -3; CCHF vOTU inh: -10; VHR inh abs: -27; 3CLpro inhibitor: -2

How did Cc1ccc([N+](=O)[O-])cc1S(=O)(=O)N1CCCN(C)CC1 do in these assays?
Vc quorum ag: -5.6; MazEF act: 13; SSB-PriA inh: -9; Rv3671c inh: 5; Yp Topo-I inh: -15; TcdB inh: 2.0; PrPC TRFRET: -12; CCHF vOTU inh: 4; VHR inh abs: -1; 3CLpro inhibitor: 0

Results for CCN(CC)c1nc(C)c(C(=S)Nc2cc([N+](=O)[O-])ccc2Cl)s1 ?
Vc quorum ag: -0.5; MazEF act: 7; SSB-PriA inh: 1; Rv3671c inh: -1; Yp Topo-I inh: -7; TcdB inh: 0.4; PrPC TRFRET: 1; CCHF vOTU inh: 0; VHR inh abs: 4; 3CLpro inhibitor: 2

What do the screens show for `CCC(C)C(NC(=O)c1ccccc1)C(=O)N1CCN(C(=O)c2ccccc2)CC1` (stereo unspecified)?
Vc quorum ag: -0.5; MazEF act: 0; Yp Topo-I inh: -8; TcdB inh: -1.9; PrPC TRFRET: -1; CCHF vOTU inh: 2

How did CCC(c1nnnn1Cc1ccc(F)cc1)N1CCN(C2CCCCC2)CC1 (stereo unspecified) do in these assays?
Vc quorum ag: 0.9; MazEF act: 9; SSB-PriA inh: -5; Rv3671c inh: 2; Yp Topo-I inh: 3; PrPC TRFRET: -12; CCHF vOTU inh: 8; VHR inh abs: 28; 3CLpro inhibitor: 8

What do the screens show for `N#CCCN(C(=S)Nc1ccc(Cl)c(Cl)c1)C1CCCCC1`?
Vc quorum ag: inactive; MazEF act: -3; Yp Topo-I inh: -3; TcdB inh: 0.6; PrPC TRFRET: 9; CCHF vOTU inh: -3

Results for Cc1ccccc1NC(=O)CN1C(=O)N/C(=C\c2ccccc2OCc2ccc(C(=O)O)cc2)C1=O ?
Vc quorum ag: -0.2; MazEF act: -9; SSB-PriA inh: 2; Rv3671c inh: -54; Yp Topo-I inh: 7; TcdB inh: -0.6; PrPC TRFRET: -18; CCHF vOTU inh: -2; VHR inh abs: 70; 3CLpro inhibitor: 8

Filtered by structure: the entries above with bromine (2)
Results for CC(OC(=O)CNC(=O)c1ccc(Br)cc1)C(=O)NC1CCCCC1C (stereo unspecified) ?
Vc quorum ag: -0.6; MazEF act: 6; SSB-PriA inh: -5; Rv3671c inh: 2; Yp Topo-I inh: 20; TcdB inh: -1.5; PrPC TRFRET: -3; CCHF vOTU inh: 2

Results for CCOc1ccc(NS(=O)(=O)c2ccc(Cl)c(N=Nc3c(O)[nH]c(=S)[nH]c3=O)c2)cc1Br ?
Vc quorum ag: -0.3; MazEF act: 0; Yp Topo-I inh: -18; TcdB inh: -0.1; PrPC TRFRET: 6; CCHF vOTU inh: 33*

Random excerpt: 2 compounds from above.
What do the screens show for `CS(=O)(=O)c1ccccc1C(=O)Nc1cc(Cl)ccc1-n1cncn1`?
Vc quorum ag: -1.2; MazEF act: 1; SSB-PriA inh: 1; Rv3671c inh: -1; Yp Topo-I inh: 4; TcdB inh: 1.5; PrPC TRFRET: 0; CCHF vOTU inh: 22

Results for S=C1NC[C@H](Cc2ccccc2)N1CCc1cccc2ccccc12 ?
Vc quorum ag: -10; MazEF act: -1; SSB-PriA inh: -3; Rv3671c inh: -1; Yp Topo-I inh: 33; TcdB inh: 1.4; PrPC TRFRET: -10; CCHF vOTU inh: 3; VHR inh abs: 10

The listing continues:
Results for COc1ccc(Cl)cc1N(C(=O)c1ccco1)C(C(=O)NC1CCCC1)c1ccco1 (stereo unspecified) ?
Vc quorum ag: -0.2; MazEF act: 7; SSB-PriA inh: -3; Rv3671c inh: -5; Yp Topo-I inh: -7; TcdB inh: 0.0; PrPC TRFRET: 9; CCHF vOTU inh: 3; VHR inh abs: 21; 3CLpro inhibitor: -5

How did S=C(NCCc1c[nH]c2ccccc12)NC1CCCC1 do in these assays?
Vc quorum ag: -0.3; MazEF act: -6; SSB-PriA inh: -12; Rv3671c inh: -3; Yp Topo-I inh: 1; TcdB inh: 1.7; PrPC TRFRET: -2; CCHF vOTU inh: 4; VHR inh abs: -6; 3CLpro inhibitor: -4

How did O=C(NCCN1CCOCC1)/C(=C\c1ccc(Br)cc1)NC(=O)c1cccs1 do in these assays?
Vc quorum ag: -0.2; MazEF act: 3; SSB-PriA inh: 0; Rv3671c inh: -4; Yp Topo-I inh: 3; TcdB inh: -0.6; PrPC TRFRET: -7; CCHF vOTU inh: 9; VHR inh abs: 1; 3CLpro inhibitor: 3

How did O=C(Nc1cc(S(=O)(=O)N2CCOCC2)ccc1N1CCOCC1)c1cc2c(s1)CCC2 do in these assays?
Vc quorum ag: inactive; MazEF act: 10; SSB-PriA inh: -1; Rv3671c inh: -6; Yp Topo-I inh: -1; TcdB inh: 0.0; PrPC TRFRET: 13; CCHF vOTU inh: 7; VHR inh abs: 2; 3CLpro inhibitor: 4

Results for COc1ccc(N(C(C)C(=O)N/N=C/c2cc(Br)c(C)o2)S(C)(=O)=O)cc1 (stereo unspecified) ?
Vc quorum ag: -0.3; MazEF act: 5; Rv3671c inh: 2; Yp Topo-I inh: 5; TcdB inh: 0.8; PrPC TRFRET: -5; CCHF vOTU inh: -2; VHR inh abs: 36; 3CLpro inhibitor: 6

Results for O=C(Cc1ccc(NC(=O)C2CCN(C(=O)C3CCCCC3)CC2)cc1)Nc1cccc(C(=O)N2CCCCC2)c1 ?
Vc quorum ag: -1.0; MazEF act: -3; SSB-PriA inh: -5; Yp Topo-I inh: 27; TcdB inh: -3.2; PrPC TRFRET: 5; CCHF vOTU inh: 14

What do the screens show for `CS(=O)(=O)N1CCC(Oc2ccccc2C(=O)NC(C2CC2)C2CC2)CC1`?
MazEF act: 11; SSB-PriA inh: -17; Rv3671c inh: 2; Yp Topo-I inh: -3; TcdB inh: -0.3; PrPC TRFRET: -7; CCHF vOTU inh: -1; VHR inh abs: 21; 3CLpro inhibitor: 0

Results for O=C(Cn1c2ccccc2c2nc3n(c(=O)c21)CCS3)Nc1ccccc1 ?
Vc quorum ag: inactive; MazEF act: 6; SSB-PriA inh: -3; Rv3671c inh: 3; Yp Topo-I inh: 10; TcdB inh: 0.8; PrPC TRFRET: -7; CCHF vOTU inh: 6; VHR inh abs: -14; 3CLpro inhibitor: 2

What do the screens show for `CCCn1nnnc1NCc1ccccc1F`?
Vc quorum ag: inactive; MazEF act: -29; SSB-PriA inh: -8; Rv3671c inh: -1; Yp Topo-I inh: 8; TcdB inh: 0.0; PrPC TRFRET: -8; CCHF vOTU inh: 11; VHR inh abs: -14; 3CLpro inhibitor: -1

What do the screens show for `O=C(O)c1ccc(C(=O)c2cc([N+](=O)[O-])cc([N+](=O)[O-])c2)cc1`?
Vc quorum ag: inactive; MazEF act: 2; SSB-PriA inh: 2; Yp Topo-I inh: 6; TcdB inh: 1.3; PrPC TRFRET: -49; CCHF vOTU inh: 20

Only part of the results is shown; the hit share may differ from the screen's.
